# Compound activity (PubChem BioAssay)
# Tau fluor cs: counter-screen for tau fibril formation inhibitors | tau K18 P301L Alexa594 fluorescence, heparin fibrillization | hit rate 0.93% among 280,000 | Potency, µM (top dose mostly 57.7 µM), for inactives: top-dose activity change, negative = decrease; note: potency is the fitted concentration of half-maximal effect; % is set by controls: 0 for no effect and ±100 for the full control effect; nearly all actives have a fitted effect of over 55% in size
#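 Human tau K18 P301L (15 uM unlabeled, 0.24 uM Alexa 594-labeled) in 100 mM sodium acetate pH 7 with 20 uM heparin, 6 hr at 37 C. ThT 30 uM added, 1 hr ambient; Alexa 594 FP and total fluorescence read at 555/632 nm.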
# TexasRed fluor: Texas Red fluorescence interference in TRb-SRC2 counter-screen; TRb/SRC2 Texas Red total fluorescence interference; AID 1479; Potency, µM (titrated, usually from 106 µM), for the others: at the top dose fluorescence change, negative = quenching; hit rate 0.29% among 280,000; active = well fitted curve in either direction with a large enough effect; inconclusive = small, poorly fitted or top-dose-only effect; note: potency is the fitted concentration of half-maximal effect; % is set by controls: 0 for no effect and ±100 for the full control effect
#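 Human TRb ligand-binding domain at 0.6 uM with 20 nM Texas Red SRC2 peptide in Tris buffer containing 1 uM T3 and 5% DMSO, incubated with compound 5 h at ambient temperature. Total fluorescence (555/632 nm) calculated as parallel + 2 × perpendicular.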
# NPSR antagonist: antagonists of human neuropeptide S receptor cAMP signaling; CHO-NPSR cells, cAMP TR-FRET, antagonist mode; Q6W5P4; Potency, µM (doses to about 38.3 µM), without a hit: at the top dose activity change, negative = inhibition, most hits filed as inhibitors; hit rate 1% among 220,000; AID 1461; note: potency is the fitted concentration of half-maximal effect; % is set by controls: 0 for no effect and ±100 for the full control effect; nearly all actives have a fitted effect of over 50% in size; many of its hits are not listed in these tables
# Target sequence (Q6W5P4 whole entry, looked up): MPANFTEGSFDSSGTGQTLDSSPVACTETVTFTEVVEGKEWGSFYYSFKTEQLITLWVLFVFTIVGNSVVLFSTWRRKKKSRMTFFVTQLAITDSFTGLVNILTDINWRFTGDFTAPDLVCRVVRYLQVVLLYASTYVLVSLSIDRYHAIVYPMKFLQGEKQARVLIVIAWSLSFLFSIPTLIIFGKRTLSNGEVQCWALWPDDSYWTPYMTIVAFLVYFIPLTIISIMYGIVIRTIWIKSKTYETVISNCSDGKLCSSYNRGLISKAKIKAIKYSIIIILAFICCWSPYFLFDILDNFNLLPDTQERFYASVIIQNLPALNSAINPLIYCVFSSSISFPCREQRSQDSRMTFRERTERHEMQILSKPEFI
# CBFb-RUNX1 inh: blocks binding between human CBF-beta and RUNX1; AlphaScreen CBFb-His/RUNX1-biotin binding, biochemical; Q01196+Q13951; 230,000 tested, under 10 active; Potency, µM (series often up to 59.8 µM), for inactives: at the highest dose activity, negative = inhibition, actives largely listed as inhibitors; note: % of control where 0% means no effect
#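 Proteins preincubated together for 20 min at RT before compound addition; 15 min later, nickel and streptavidin beads were added and left 90 min prior to AlphaScreen measurement.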
# Tau fibril FP: inhibitors of human tau fibril formation; hit rate 0.39% among 280,000; Potency, µM (highest dose often 57.7 µM), for the others: at the top dose activity, negative = inhibition, usual class: inhibitors; K18 P301L tau heparin fibrillization, Alexa594 FP, 6 h; AID 1468; P10636; note: potency is the fitted concentration of half-maximal effect; % is set by controls: 0 for no effect and ±100 for the full control effect; nearly all actives have a fitted effect of over 55% in size
# Target sequence (P10636 561-689 P618L limits assumed): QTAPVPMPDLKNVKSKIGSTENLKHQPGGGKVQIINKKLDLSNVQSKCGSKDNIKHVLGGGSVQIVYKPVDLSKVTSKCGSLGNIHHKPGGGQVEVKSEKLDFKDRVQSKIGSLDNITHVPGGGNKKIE
#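 K18 P301L tau (15 uM unlabeled/0.24 uM Alexa 594-labeled, final) + compound + heparin 20 uM final; 100 mM NaOAc pH 7; 6 hr 37 C; ThT 30 uM final added, 1 hr RT; FP ex 555/em 632 nm.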
# TRb-SRC2 inh: TRbeta-SRC2 interaction inhibition. P10828. TRbeta-SRC2 peptide binding, fluorescence polarization; receptor liganded with 1 µM T3. Potency, µM (series often up to 106 µM), inactives show at the top dose activity change, negative = inhibition, most hits filed as inhibitors. hit rate 0.065% among 280,000. AID 1469;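 note: potency is the fitted concentration of half-maximal effect; plate controls were bound peptide for no effect and peptide without receptor for full effect; nearly all actives have a fitted effect of over 50% in size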
#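 Read-out is fluorescence polarization (555 nm excitation, 632 nm emission) of a Texas Red SRC2 coactivator peptide; loss of signal reflects blocked binding to human TRb ligand-binding domain in the presence of 1 uM T3.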
# Epigenetic reg: derepresses silenced GFP reporter in murine cells; murine LDR cells, GFP reporter derepression, 30 h; Potency, µM (series often up to 53.9 µM), for the others: top-dose GFP activation, hits mostly activators; hit rate 0.2% among 280,000; AID 1865; note: potency is the fitted concentration of half-maximal effect; % of control where 0% means no effect; nearly all actives have a fitted effect of over 60% in size
#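 Readout is the number of GFP-expressing murine LDR cells, counted by cytometry following washing. Cells were treated with compound for 30 h at 37 C; the stably integrated CMV-GFP locus is normally silent.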
# GLA spleen mod: alpha-galactosidase A (human) modulation; P06280; human spleen homogenate, 4MU-alpha-Gal fluorescence, 40 min; Potency, µM (doses to about 80 µM), for inactives: at the highest dose activity change, negative = inhibition, most hits filed as inhibitors; hit rate 0.008% among 240,000; AID 2107;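 note: potency is the fitted concentration of half-maximal effect; 0% = enzyme with vehicle and -100% = no enzyme basal signal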
# Target sequence (P06280 32-429 limits assumed): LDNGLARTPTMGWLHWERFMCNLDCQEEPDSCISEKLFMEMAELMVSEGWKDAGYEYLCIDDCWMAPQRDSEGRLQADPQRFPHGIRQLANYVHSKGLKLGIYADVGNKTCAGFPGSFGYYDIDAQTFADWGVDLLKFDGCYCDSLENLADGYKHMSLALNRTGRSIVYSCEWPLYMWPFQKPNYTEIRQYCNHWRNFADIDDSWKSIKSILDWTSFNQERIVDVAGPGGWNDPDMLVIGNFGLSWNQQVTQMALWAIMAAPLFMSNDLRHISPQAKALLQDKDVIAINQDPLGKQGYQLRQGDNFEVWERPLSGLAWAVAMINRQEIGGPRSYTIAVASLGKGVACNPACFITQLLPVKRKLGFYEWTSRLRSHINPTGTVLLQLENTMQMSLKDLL
#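 Human spleen homogenate (1 ug) as enzyme source, 4-methylumbelliferyl-alpha-D-galactopyranoside 1 mM final, citrate/phosphate pH 5.0 with 0.01% Tween-20. Compounds 40 min at 37C, NaOH/glycine stop; fluorescence Ex 365/Em 440, Hill-fit AC50.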
# Starred values were filed as active, the others as inactive; ? = inconclusive; nt = not tested or not shown; & = joins results of further samples; [ ] = dose if it differs, or a comment. Unless noted, calls come from the whole dose curve; as a rule, active = well fitted curve in the direction sought with a large enough effect; inconclusive = small, poorly fitted or top-dose-only effect, or another doubt; inactive = no such curve, though single readings can be large; an effect the other way counts as inactive or inconclusive.
SMILES,Tau fluor cs,TexasRed fluor,NPSR antagonist,CBFb-RUNX1 inh,Tau fibril FP,TRb-SRC2 inh,Epigenetic reg,GLA spleen mod
COc1ccc(NC2=C(Cl)C(=O)N(CCc3ccccc3)C2=O)cc1,-19%,1%,-13%,-5%,9%,8%,1.0%,-6%
CCC(C)Nc1nc(N)c([N+](=O)[O-])c(Nc2cc(OC)ccc2OC)n1 (stereo unspecified),18µM*[quencher],-8%,-33%,?,-11%,0%,-1.1%,1%
CC(=O)Nc1ccc(/C=C2\Sc3ccccc3C2=O)cc1,-10%,0%,7%,5%,1%,-1%,2.5%,3%
CCC(C(=O)c1ccccc1)N(C(=O)c1ccccc1Cl)N1C(=O)C2C3C=CC(C3)C2C1=O (stereo unspecified),-12%,0%,-27%[46.1 µM],-3%,-6%,-4%,-1.1%,3%
CC1(C(=O)OCC(=O)c2c[nH]c3ccccc23)CC1(Cl)Cl (stereo unspecified),?,1%,-16%[46.1 µM],4%,?,-4%,1.6%,-3%
COc1cccc(C(=O)Cn2c(=O)n(CCC(=O)NCC3CCCO3)c(=O)c3cc(OC)c(OC)cc32)c1 (stereo unspecified),-3%,1%,1%,10%,-2%,-2%,-0.8%,3%
COc1ccc(CC(=O)NC2CC(=O)N(c3cccc(F)c3)C2)cc1 (stereo unspecified),-3%,0%,nt,nt,-8%,-3%,1.0%,nt
Cc1cccc(/N=C/c2nc(-c3ccccc3Br)oc2O)n1,?,2%,-17%,4%,-10%,-4%,0.0%,2%
Cn1nnnc1SCC(=O)NC(=O)NCc1ccccc1,1%,0%,-2%[46.1 µM],5%,-1%,-15%,0.0%,1%
COc1cccc2c1OC1(C)CC2NC(=O)N1 (stereo unspecified),-13%,1%,1%[46.1 µM],2%,4%,-1%,-1.2%,4%
N#Cc1cc(C(=O)c2cc(F)ccc2O)cn(Cc2ccccc2)c1=O,-22%,0%,5%,-5%,-6%,-2%,-0.1%,5%
COc1ccc(Cl)cc1N(C(=O)Nc1cccc(Cl)c1)C1=NCC(C)S1 (stereo unspecified),-9%,2%,-2%,-2%,-10%,-5%,0.0%,2%
Cc1ccc(N2CCN(C(=O)c3c(C)oc4ncnc(N5CCOCC5)c34)CC2)c(C)c1,-6%,-1%,nt,nt,5%,-5%,0.0%,nt
COc1cccc(CSc2nnnn2-c2ccc(O)cc2)c1,-26%,-2%,-11%,7%,?,3%,-2.2%,-9%
CCOc1ccc(-c2n[nH]c(=S)o2)cc1,0%,1%,-26%,1%,1%,-4%,1.1%,-1%
CCOC(=O)Cc1nnc(NC(=O)CSc2ccc(Cl)cc2)s1,-9%,2%,-4%[46.1 µM],-2%,-3%,0%,0.0%,-1%
CC(NCc1ccc(N(C)C)cc1)C1CC2CCC1C2 (stereo unspecified),-4%,2%,-3%[46.1 µM],-1%,-1%,-7%,-2.6%,9%
O=C(COc1ccc(Cl)cc1Cl)Nn1c(=S)[nH]c2ncccc2c1=O,-6%,-2%,-10%,-1%,4%,2%,-1.0%,-2%
O=C(CCOc1ccccc1)N(Cc1cccnc1)c1nc2c(F)cc(F)cc2s1,-20%,1%,nt,nt,-14%,-6%,6.9%,nt
CN(C(=O)NCc1noc2ccccc12)c1cccc(Cl)c1,-2%,-4%,nt,nt,4%,1%,1.0%,nt

# Quoted at random: 2 records from the list
SMILES,Tau fluor cs,TexasRed fluor,NPSR antagonist,CBFb-RUNX1 inh,Tau fibril FP,TRb-SRC2 inh,Epigenetic reg,GLA spleen mod
Cc1cccc(/N=C/c2nc(-c3ccccc3Br)oc2O)n1,?,2%,-17%,4%,-10%,-4%,0.0%,2%
Cn1nnnc1SCC(=O)NC(=O)NCc1ccccc1,1%,0%,-2%[46.1 µM],5%,-1%,-15%,0.0%,1%

# (next part)
SMILES,Tau fluor cs,TexasRed fluor,NPSR antagonist,CBFb-RUNX1 inh,Tau fibril FP,TRb-SRC2 inh,Epigenetic reg,GLA spleen mod
O=C(COC(=O)Cc1ccsc1)Nc1ccc(S(=O)(=O)N2CCOCC2)cc1,-3%,1%,4%[46.1 µM],6%,-1%,-1%,-0.9%,-4%
O=C1OC(=O)C2C1[C@@H]1CC[C@H]2O1 (stereo partly specified),-16%,-9%,22%,12%,-5%,4%,-1.0%,5%
CC(C)C12CN3CC(C(C)C)(CN(C1)C3c1ccco1)C2=O (stereo unspecified),-3%,1%,-17%[46.1 µM],-3%,-3%,-1%,0.0%,-7%
Brc1ccc(-c2nc3ncccn3c2NC2CCCCC2)o1,-21%,-2%,?,0%,3%,-19%,-1.6%,4%
COc1cccc(C(C)N(C)Cc2nc(COc3ccccc3)no2)c1 (stereo unspecified),4%,0%,-8%,25%,-2%,6%,0.6%,-4%
NS(=O)(=O)c1ccc(CCNC(=S)Nc2ccc(F)cc2)cc1,-7%,-2%,10%,-8%,-1%,6%,-1.2%,1%
Cc1ccc(S(=O)(=O)Cc2ccc(C(=O)NCc3cccs3)o2)cc1,-13%,-1%,-5%[46.1 µM],-5%,-1%,1%,6.0%,2%
Cc1nc(NC(CC(C)C)C(=O)O)c2nc(C)oc2n1 (stereo unspecified),-11%,2%,6%[46.1 µM],4%,-2%,-10%,4.1%,11%
Nc1nc(CSC(=S)N2CCCCC2)nc(Nc2ccccc2)n1,?,-8%,-12%,8%,?,-5%,-0.2%,-3%
C/C(=N/NC(=O)CCCOc1ccc(Cl)cc1Cl)c1ccc(C)o1,-2%,-1%[53 µM],-8%,-16%,1%,-2%[53 µM],-1.3%,-4%
CCOc1cc(/C=C2\C(=O)N(c3ccc(C(N)=O)cc3)N=C2C)ccc1OC(=O)c1cccs1,?,-26%,?,?,?,?,4.0%,1%
O=C(Nc1cc2ccc(O)cc2oc1=O)c1ccccc1,-8%,-19%,nt,nt,-3%,1%,-1.1%,nt
Cc1ccc(CCN2CC(C(=O)NCc3ccco3)CC2=O)cc1 (stereo unspecified),-7%,0%,-12%[46.1 µM],0%,0%,8%,-1.5%,2%
O=c1c2ccccc2nnn1COc1cccc2ccccc12,?,-4%,-37%,?,-8%,5%,5.6%,-2%
O=C(CSc1ccc(Cl)cc1)N1CCN(c2c(Cl)cccc2[N+](=O)[O-])CC1,-14%,-2%,?,?,3%,1%,-1.2%,-14%
CC(C(=O)Nc1cccc([N+](=O)[O-])c1)N(c1ccccc1)S(C)(=O)=O (stereo unspecified),-10%,-7%,-1%,-4%,-5%,-3%,-0.3%,1%
Cc1noc(C)c1COc1ccc(C(=O)NCc2ccccn2)cc1,-3%,-2%,-7%[46.1 µM],-3%,2%,10%,0.9%,1%
Cc1ccsc1/C=C1/CN(C)Cc2c1nc1ccccc1c2C(=O)O,-5%,-3%,9%[7.67 µM],5%,1%,-4%,1.1%,0%
Cc1ccc(S(=O)(=O)/C(C#N)=C/c2c[nH]c3ccccc23)cc1,10µM*[quencher],1%,-13%[46.1 µM],-9%,13µM*,3%,0.0%,9%
CSC(=NC#N)N1CCN(c2ccccn2)CC1,-9%,2%,12%,-1%,-12%,-4%,1.1%,3%
CCOC(=O)c1cc(OC(=O)c2ccc(Cl)cc2)n(-c2ccccc2)n1,-6%,3%,nt,nt,-1%,3%,1.8%,nt
COc1ccc(-n2cnnc2SCC(=O)Nc2cc(S(=O)(=O)N3CCCCC3)ccc2C)cc1,-6%,1%,8%,4%,0%,-1%,-0.9%,4%
CCOc1cc(C(=O)N2CCOCC2)ccc1OCc1ccccc1,-1%,-4%,2%[46.1 µM],5%,-7%,0%,-0.1%,7%
CCOC(=O)c1c(C)[nH]c(C(=O)CN2C(=O)NC(C)(CC(C)C)C2=O)c1C (stereo unspecified),4%,-3%,16%,1%,5%,8%,15%,-2%
CC(=O)NS(=O)(=O)c1ccc(NC(=O)c2ccc(Cl)cc2[N+](=O)[O-])cc1,-7%,-2%,7%,0%,-7%,-6%,-0.6%[10.1 µM],7%
CCCNC(=O)c1noc2c1CCc1ccccc1-2,4%,-1%,8%[46.1 µM],-1%,?,-1%,-1.0%,?
COc1cccc(/C=N/n2c(-c3ccco3)nc3ccccc3c2=O)c1OC,13%,-7%,14%,-2%,0%,-4%,0.0%,5%
CN(Cc1ccccc1)C(=O)c1nc2ccccn2c1CN1CCC(N2CCOCC2)CC1,-6%,-2%,16%,11%,-2%,-3%,2.1%,4%
COc1ccc(C2C=C(c3ccccc3)Nc3nc(NC(C)=O)nn32)cc1 (stereo unspecified),-1%&3%,-1%&0%,10%[46.1 µM],-1%,-4%&-8%,2%&8%,-0.5%&-1.0%,4%
CCN(C(=O)CSc1nc2cc(Cl)ccc2c(=O)n1Cc1ccco1)C1CCS(=O)(=O)C1 (stereo unspecified),-8%,-4%,-41%,12%,2%,-2%,1.4%,-2%
O=C(CSc1nnnn1Cc1ccccc1)c1ccc(F)cc1,-24%,-3%,4%,1%,-9%,-6%,1.1%,8%
FC(F)Oc1ccc(NC(=S)NCc2cccnc2)cc1,-9%,-2%,0%,20%,1%,-1%,-3.9%,8%
CCOc1ccc(C(=O)Cc2cc(OC)c(OC)cc2[N+](=O)[O-])cc1,-3%,-1%,-9%[46.1 µM],0%,0%,-5%,0.0%,-3%
CCOC(=O)c1ccc(Nc2nc3ccccc3n3c(C)nnc23)cc1,-27%,6%,nt,nt,-12%,-5%,0.0%,nt
NC(=O)C1CCN(c2nc(C3CC3)nc3c2nnn3Cc2ccccc2Cl)CC1,-14%,-12%,?,?,?,-3%,0.0%,5%

# Just Tau fluor cs and Epigenetic reg, for some of the entries so far:
SMILES,Tau fluor cs,Epigenetic reg
C/C(=N/NC(=O)CCCOc1ccc(Cl)cc1Cl)c1ccc(C)o1,-2%,-1.3%
CCOc1cc(/C=C2\C(=O)N(c3ccc(C(N)=O)cc3)N=C2C)ccc1OC(=O)c1cccs1,?,4.0%
O=C(Nc1cc2ccc(O)cc2oc1=O)c1ccccc1,-8%,-1.1%
Cc1ccc(CCN2CC(C(=O)NCc3ccco3)CC2=O)cc1 (stereo unspecified),-7%,-1.5%
O=c1c2ccccc2nnn1COc1cccc2ccccc12,?,5.6%
O=C(CSc1ccc(Cl)cc1)N1CCN(c2c(Cl)cccc2[N+](=O)[O-])CC1,-14%,-1.2%

# Some of the compounds tested, so the mix of outcomes need not match the whole.
